# IDH1 R132H inh = inhibitors of IDH1 R132H reductase, primary screen, biochemical, plate reader, single point. diaphorase/resazurin fluorescence, 60 min. inhibition, % at 10 µM. hit rate 0.18% among 70,000. AID 624101, 2012; in the data active means inhibition above about 34%; inconclusive means no clear call, values can overlap the other calls; inactive means below about 11%;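 further: 0% = DMSO and 100% = no enzyme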
# Target sequence (O75874 whole entry R132H): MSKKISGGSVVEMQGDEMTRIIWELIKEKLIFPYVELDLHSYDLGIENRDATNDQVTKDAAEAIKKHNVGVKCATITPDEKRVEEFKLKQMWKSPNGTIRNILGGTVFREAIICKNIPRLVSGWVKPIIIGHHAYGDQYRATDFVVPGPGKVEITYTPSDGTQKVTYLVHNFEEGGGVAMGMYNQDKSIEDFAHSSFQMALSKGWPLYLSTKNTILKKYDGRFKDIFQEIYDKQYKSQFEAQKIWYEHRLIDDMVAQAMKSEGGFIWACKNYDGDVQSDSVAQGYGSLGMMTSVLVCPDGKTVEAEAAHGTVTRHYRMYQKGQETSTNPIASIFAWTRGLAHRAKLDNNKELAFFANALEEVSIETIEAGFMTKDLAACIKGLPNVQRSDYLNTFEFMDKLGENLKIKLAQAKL
# EZH2 inh = EZH2/PRC2 methyltransferase inhibitors, primary screen, biochemical, DELFIA time-resolved fluorescence, single point. PRC2 H3K27 methylation, DELFIA TRF, 1 h. inhibition, % at 12.5 µM. hit rate 0.35% among 57,000. AID 651548, 2012;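 active means mean inhibition of replicates at least 50% and every single replicate also reaching 50%; inconclusive means mean inhibition at least 50% but some replicate falls below 50%; inactive means mean inhibition under 50%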;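 further: dimethyl H3K27 on biotinylated H3 21-44 peptide detected by antibody; plate controls were median neutral control wells for no effect and median positive control wells for full effect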
# Starred values were filed as active, the others as inactive; u = inconclusive; x = no result given. A portion of the library, so the mix of outcomes need not match the whole.
SMILES,IDH1 R132H inh,EZH2 inh
COc1ccc(S(=O)(=O)N(C)C[C@@H]2Oc3ccc(NS(=O)(=O)c4cn(C)cn4)cc3C(=O)N([C@H](C)CO)C[C@H]2C)cc1,-2.6,x
C[C@@H]1CN([C@H](C)CO)C(=O)c2cc(NC(=O)Nc3ccccc3)ccc2O[C@@H](C)CCCCO[C@H]1CN(C)Cc1ccncc1,5.2,-22.6
CO[C@@H]1CN(C)C(=O)c2ccc(NS(C)(=O)=O)cc2OC[C@H](C)N(C(=O)C2CCCCC2)C[C@@H]1C,0.0,3.4
CNC[C@@H]1OCc2cn(nn2)CCCC(=O)N([C@@H](C)CO)C[C@@H]1C,1.3,2.2
C[C@@H]1CN([C@H](C)CO)C(=O)c2ccccc2-c2ccccc2CO[C@@H]1CN(C)S(=O)(=O)c1ccccc1F,-8.3,6.1
O=C(NCc1cccnc1)C1CC(c2ccccc2O)=NO1 (stereo not given),0.2,5.5
C[C@@H]1CN([C@H](C)CO)S(=O)(=O)c2ccc(Br)cc2O[C@H]1CN(C)Cc1cccnc1,u,-1.6
C[C@@H]1CN([C@@H](C)CO)C(=O)c2cc(-c3ccc(C#N)cc3)cnc2O[C@H]1CN(C)C(=O)c1ccccc1,-0.1,x
COc1ccc(C(=O)Nc2ccc3c(c2)OC[C@@H](C)N(C(C)=O)C[C@@H](C)[C@H](OC)CN(C)C3=O)cc1,-0.1,-13.3
COc1ccc(NC(=O)N(C)C[C@@H]2Oc3ccc(NC(=O)CCCN(C)C)cc3CC(=O)N([C@H](C)CO)C[C@H]2C)cc1,0.6,6.4
C[C@H]1CN([C@@H](C)CO)C(=O)CCCn2nncc2CO[C@@H]1CN(C)S(=O)(=O)c1ccc(-n2cccn2)cc1,0.4,x
C[C@@H]1CCCCO[C@H](CN(C)C(=O)Nc2ccccc2)[C@H](C)CN([C@@H](C)CO)C(=O)c2cc(NC(=O)c3ccccc3)ccc2O1,-0.4,x
CCCNC(=O)Nc1ccc2c(c1)C(=O)N(C)C[C@@H](OC)[C@H](C)CN(C(=O)C1CCOCC1)[C@@H](C)CO2,0.5,1.3
CCCC#Cc1cnc2c(c1)C(=O)N([C@@H](C)CO)C[C@@H](C)[C@H](CN(C)C(=O)c1cnccn1)O2,-3.9,-2.7
Cc1ccc(S(=O)(=O)N(C)C[C@H]2OCCCC[C@@H](C)Oc3ccc(NC(=O)Cc4ccccc4)cc3C(=O)N([C@H](C)CO)C[C@@H]2C)cc1,3.6,x
C[C@H](CO)N1C[C@H](C)[C@@H](CN(C)C(=O)Nc2ccccc2)Oc2ccc(NC(=O)C3CC3)cc2CC1=O,-0.2,x
CNC[C@@H]1Oc2cc(C#CCC(C)C)ccc2S(=O)(=O)N([C@@H](C)CO)C[C@H]1C,-0.4,-12.0
CO[C@H]1CN(C)C(=O)c2cc(NC(=O)C3CCC3)ccc2OC[C@H](C)N(C(=O)CN(C)C)C[C@H]1C,-0.3,2.4
CN(C)CCCNC(=O)C[C@@H]1CC[C@H](NS(=O)(=O)c2ccc(F)cc2)[C@H](CO)O1,0.2,-4.3
COc1ccc(S(=O)(=O)Nc2ccc3c(c2)CC(=O)N([C@H](C)CO)C[C@H](C)[C@H](CN(C)CC2CC2)O3)cc1,0.6,-1.2
O=C(Nc1ccc(C(F)(F)F)cc1)N[C@H]1CC[C@@H](CCNC(=O)c2ccccc2F)O[C@H]1CO,0.0,10.1
Cc1nc(-c2ccccc2)sc1C(=O)C1C(=O)C(=O)N(CCN(C)C)C1c1ccc(Cl)cc1 (stereo not given),-0.3,-2.0
CS(=O)(=O)N(CC(=O)Nc1ccccc1Sc1ccccc1)c1ccc(Cl)c(Cl)c1,-0.1,24.6
COc1cccc(-c2ccc3c(c2)O[C@H](CN(C)C(=O)C2CC2)[C@@H](C)CN([C@@H](C)CO)S3(=O)=O)c1,x,2.7
Cc1ccc(OCC(=O)NC(=S)Nc2cc(C(=O)O)ccc2C)cc1,1.2,11.8
# More results:
SMILES,IDH1 R132H inh,EZH2 inh
COc1ccc(CC(=O)N2N=C(C)CC2(O)C(F)(F)F)cc1 (stereo not given),1.6,17.8
CO[C@@H]1CN(C)C(=O)c2cc(NC(=O)C3CC3)ccc2OC[C@@H](C)N(Cc2cc(F)ccc2F)C[C@H]1C,-0.1,-4.0
Cc1c(-c2ccc(Cl)cc2Cl)nc2ccccc2c1C(=O)NCc1ccccn1,0.2,-2.5
C[C@@H]1CN([C@H](C)CO)C(=O)Cc2cc(NS(=O)(=O)c3cccs3)ccc2O[C@H]1CN(C)C(=O)Nc1ccc(C(F)(F)F)cc1,0.2,x
COCC(=O)Nc1ccc2c(c1)OC[C@@H](C)N(Cc1cocn1)C[C@@H](C)[C@@H](OC)CN(C)C2=O,0.2,-4.8
O=C(Nc1ccccc1F)N[C@H]1CC[C@@H](CCNC(=O)C2CCC2)O[C@H]1CO,0.1,-3.4
C[C@@H]1CN([C@@H](C)CO)S(=O)(=O)c2ccc(C#Cc3cccc(F)c3)cc2O[C@@H]1CN(C)S(=O)(=O)c1ccccc1F,-0.4,-22.3
CC(C)NC(=O)N[C@H]1CC[C@@H](CCNC(=O)C2CCC2)O[C@H]1CO,0.2,9.6
C[C@@H]1CN([C@H](C)CO)C(=O)c2cc(NS(=O)(=O)c3ccc(F)cc3)ccc2O[C@@H](C)CCCCO[C@@H]1CN(C)Cc1ccncc1,2.1,x
Cc1ccc(S(=O)(=O)NCC[C@H]2CC[C@@H](NC(=O)c3cnccn3)[C@@H](CO)O2)cc1,0.4,-5.0
CCCNC(=O)C[C@H]1C[C@H]2c3cc(NC(=O)CC4CC4)ccc3O[C@H]2[C@@H](CO)O1,-0.4,1.8
C[C@H]1CN([C@@H](C)CO)C(=O)Cc2cc(NC(=O)Nc3ccccc3)ccc2O[C@H]1CN(C)Cc1ccc2c(c1)OCO2,0.2,-7.4
COCC(=O)Nc1ccc2c(c1)OC[C@H](C)N(C(=O)Cc1ccccn1)C[C@@H](C)[C@@H](OC)CN(C)C2=O,0.3,-16.0
CO[C@@H]1CN(C)C(=O)c2cc(NS(=O)(=O)c3ccccc3C)ccc2OC[C@H](C)N(S(C)(=O)=O)C[C@H]1C,0.2,-5.1
C[C@@H]1CN([C@H](C)CO)C(=O)c2cc(-c3cccnc3)cnc2O[C@@H]1CN(C)C(=O)C1CC1,x,7.2
COc1ccccc1NC(=O)N[C@H]1C=C[C@H](CC(=O)N[C@H](C)c2ccccc2)O[C@H]1CO,-0.1,3.5
Cc1noc(C)c1NC(=O)Nc1ccc2c(c1)CC(=O)N([C@@H](C)CO)C[C@H](C)[C@H](CN(C)C(=O)Nc1ccc(C(F)(F)F)cc1)O2,0.1,x
C[C@@H]1CN([C@H](C)CO)C(=O)Cc2cc(NC(=O)C3CC3)ccc2O[C@@H]1CN(C)CC1CC1,0.4,0.5
C[C@@H]1CN([C@H](C)CO)S(=O)(=O)c2ccc(C#CC(C)(C)O)cc2O[C@H]1CN(C)C(=O)CC1CC1,-5.5,14.1
C[C@@H]1CCCCO[C@H](CN(C)Cc2ccc(C(=O)O)cc2)[C@@H](C)CN([C@@H](C)CO)C(=O)c2cc(NS(=O)(=O)c3ccccc3)ccc2O1,1.0,x
CCCNC(=O)N[C@@H]1C=C[C@@H](CC(=O)NC2CCC2)O[C@H]1CO,0.9,1.4
C[C@H](CO)N1C[C@H](C)[C@H](CN(C)C(=O)Nc2ccc(F)cc2)Oc2ccc(NS(=O)(=O)c3ccc(Cl)cc3)cc2CC1=O,2.5,x
CNC[C@@H]1Oc2ccc(NS(=O)(=O)c3cccs3)cc2CC(=O)N([C@@H](C)CO)C[C@H]1C,2.6,x
C[C@H](CO)N1C[C@H](C)[C@H](CN(C)Cc2ccccn2)Oc2ncc(C#CCc3ccccc3)cc2C1=O,-1.0,0.8
C[C@@H]1CN([C@H](C)CO)C(=O)c2cccc(NC(=O)C3CC3)c2O[C@@H]1CN(C)Cc1ccc(C(=O)O)cc1,x,-2.1
# Later entries
SMILES,IDH1 R132H inh,EZH2 inh
C[C@@H]1CN([C@@H](C)CO)C(=O)c2cc(C#CC3CC3)cnc2O[C@@H]1CN(C)C(=O)c1ccncc1,-6.1,-2.5
COCC(=O)N(C)C[C@H]1Oc2ncc(Br)cc2C(=O)N([C@H](C)CO)C[C@H]1C,-3.4,-5.8
O=C(CCN1CCCCC1)N[C@@H]1CC[C@@H](CCn2cc(-c3ccccc3)nn2)O[C@@H]1CO,0.0,-1.8
C[C@H](CO)N1C[C@H](C)[C@H](CN(C)Cc2ccc3c(c2)OCO3)Oc2ccc(NS(=O)(=O)c3ccc(Cl)cc3)cc2C1=O,-0.1,4.5
Cc1ccccc1CN(C)C[C@@H]1OCc2cn(nn2)CCCC(=O)N([C@@H](C)CO)C[C@H]1C,0.0,-2.4
O=C1C(=O)N(CC2CCCO2)C(c2cccc(Oc3ccccc3)c2)C1C(=O)c1ccco1 (stereo not given),14.3,-43.0
COc1ccc(S(=O)(=O)Nc2ccc3c(c2)CC(=O)N([C@H](C)CO)C[C@@H](C)[C@H](CN(C)C(=O)NC(C)C)O3)cc1,0.1,x
CN(C)c1nc(SCC(N)=O)nc(N(C)C)n1,0.1,-11.2
CC(C)NC(=O)N(C)C[C@H]1OCCCC[C@H](C)Oc2ccc(N(C)C)cc2C(=O)N([C@@H](C)CO)C[C@@H]1C,-3.3,-4.9
C[C@H]1CN([C@@H](C)CO)C(=O)c2cc(NC(=O)Nc3cccc4ccccc34)ccc2O[C@H]1CN(C)Cc1ccc2c(c1)OCO2,-12.1,-13.8
C[C@H](CO)N1C[C@H](C)[C@H](CN(C)Cc2ccc(Oc3ccccc3)cc2)Oc2c(NC(=O)c3nc4ccccc4s3)cccc2C1=O,0.2,x
COc1ccc(NC(=O)N(C)C[C@@H]2OCCCC[C@H](C)Oc3ccc(NC(=O)C4CCCCC4)cc3C(=O)N([C@@H](C)CO)C[C@@H]2C)cc1,2.3,x
C[C@@H]1CCCCO[C@H](CN(C)C(=O)c2ccccc2)[C@H](C)CN([C@H](C)CO)C(=O)c2cc(NS(=O)(=O)c3cn(C)cn3)ccc2O1,-1.1,x
Cc1cc(CC(=O)O)n(C)c1C(=O)c1ccc(Cl)cc1,-2.6,2.8
C[C@@H]1CN([C@@H](C)CO)C(=O)c2cccc(NC(=O)C3CCCCC3)c2O[C@H]1CN(C)C(=O)Nc1ccccc1,x,0.6
C[C@@H]1CCCCO[C@@H](CN(C)C(=O)Cc2ccccc2)[C@@H](C)CN([C@H](C)CO)C(=O)c2cc(NC(=O)Nc3ccc(F)cc3)ccc2O1,-0.2,x
CN(C)Cc1cn(CC[C@@H]2CC[C@H](NC(=O)Nc3ccc4c(c3)OCO4)[C@@H](CO)O2)nn1,0.1,-5.6
O=C(CN1CCOCC1)NCC[C@H]1CC[C@@H](NC(=O)Nc2ccccc2)[C@H](CO)O1,-0.1,-6.8
CC(C)NC(=O)N(C)C[C@@H]1Oc2cc(C#C[C@H](C)O)ccc2S(=O)(=O)N([C@@H](C)CO)C[C@@H]1C,x,0.6
O=C(Nc1ccc2c(c1)[C@@H]1C[C@H](CC(=O)N3CCOCC3)O[C@@H](CO)[C@@H]1O2)c1cccnc1,0.0,-2.4
C[C@H]1CN([C@@H](C)CO)C(=O)c2cccc(NS(C)(=O)=O)c2O[C@@H]1CN(C)Cc1ccc(C(F)(F)F)cc1,-0.3,-1.4
Cc1ccc(S(=O)(=O)Nc2cccc3c2O[C@H](CN(C)C(=O)Nc2c(C)noc2C)[C@@H](C)CN([C@@H](C)CO)C3=O)cc1,1.9,x
O=C(NC1CCCCC1)N[C@@H]1CC[C@H](CC(=O)N2CCOCC2)O[C@@H]1CO,0.2,3.2
C[C@@H]1CCCCO[C@H](CN(C)S(=O)(=O)c2ccc(Cl)cc2)[C@@H](C)CN([C@@H](C)CO)C(=O)c2cc(NC(=O)c3ccccc3)ccc2O1,-0.3,x
Cc1sc2nc(SCC(=O)NCC3CCCO3)n(-c3ccc(F)cc3)c(=O)c2c1C (stereo not given),-0.1,-3.2
C[C@H](CO)N1C[C@H](C)[C@H](CN(C)S(=O)(=O)c2ccc(F)cc2)OCCCC[C@H](C)Oc2ccc(NS(=O)(=O)c3cn(C)cn3)cc2C1=O,-3.9,x
COc1cccc(NC(=O)CSc2nnc(-c3ccncc3)n2-c2ccc(Br)cc2)c1,0.2,5.7
Cc1noc(C)c1NC(=O)N(C)C[C@H]1Oc2ccc(NC(=O)C3CCCCC3)cc2CC(=O)N([C@H](C)CO)C[C@@H]1C,-0.4,1.1

# A draw from above in order of SMILES length, ascending.
SMILES,IDH1 R132H inh,EZH2 inh
O=C(CN1CCOCC1)NCC[C@H]1CC[C@@H](NC(=O)Nc2ccccc2)[C@H](CO)O1,-0.1,-6.8
Cc1ccccc1CN(C)C[C@@H]1OCc2cn(nn2)CCCC(=O)N([C@@H](C)CO)C[C@H]1C,0.0,-2.4
CN(C)Cc1cn(CC[C@@H]2CC[C@H](NC(=O)Nc3ccc4c(c3)OCO4)[C@@H](CO)O2)nn1,0.1,-5.6
CC(C)NC(=O)N(C)C[C@H]1OCCCC[C@H](C)Oc2ccc(N(C)C)cc2C(=O)N([C@@H](C)CO)C[C@@H]1C,-3.3,-4.9
COc1ccc(S(=O)(=O)Nc2ccc3c(c2)CC(=O)N([C@H](C)CO)C[C@@H](C)[C@H](CN(C)C(=O)NC(C)C)O3)cc1,0.1,x
C[C@H](CO)N1C[C@H](C)[C@H](CN(C)S(=O)(=O)c2ccc(F)cc2)OCCCC[C@H](C)Oc2ccc(NS(=O)(=O)c3cn(C)cn3)cc2C1=O,-3.9,x

# Copied from the list.
# EZH2 inh with `C[C@H]1CN([C@@H](C)CO)C(=O)c2cccc(NS(C)(=O)=O)c2O[C@@H]1CN(C)Cc1ccc(C(F)(F)F)cc1` → -1.4
# EZH2 inh with `O=C(CCN1CCCCC1)N[C@@H]1CC[C@@H](CCn2cc(-c3ccccc3)nn2)O[C@@H]1CO` → -1.8

# Assay outcomes from PubChem BioAssay.
